Screens: PubChem BioAssay, several laboratories
MLLE-PAM2 inh: inhibitors of microRNA-mediated deadenylation, human PABP1 MLLE binding; P11940; GST-MLLE / FITC-PAM2 fluorescence polarization; inhibition, % at 20 µM; 0.36% of 360,000 active; in the data active = inhibition above about 35%, passing the limit was not always enough;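 also: plate controls were DMSO wells with GST-MLLE for no effect and wells lacking GST-MLLE protein for full effect; some results filed as inactive read as strong as hits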
Rpn11 block: inhibitors of human proteasome Rpn11; human 26S proteasome, Ub4-pepOG fluorescence polarization; 20S core pre-blocked with epoxomicin; AID 588493; 0.59% of 360,000 active; calls only at 20 µM;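 active = inhibition at 20 µM, scaled to each plate's controls, above about 33%, limit read from the data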
NadD block: blocks S. aureus nicotinate mononucleotide adenylyltransferase; AID 602399; purified NadD enzyme, colorimetric absorbance read-out; 0.78% of 360,000 active; inhibition, % at 20 µM; in the data active = inhibition above about 26%; also: some compounds past the cut are filed as inactive
SUMO1-SIM PPI: SUMO1-SIM interaction modulation. AID 602429. inhibition, % at 20 µM. 0.33% of 360,000 active. SUMO1 binding to a labelled peptide, TR-FRET, 1 h; in the data active = inhibition above about 37%
Tb MetRS inh: Trypanosoma brucei MetRS inhibition | 0.4% of 360,000 active | inhibition, % at 11.9 µM | purified T. brucei MetRS, ATP depletion, Kinase-Glo luminescence;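 active = inhibition above a per-plate cutoff of the control wells' mean inhibition plus 3 SD, cut at about 5.5% in these data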;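 also: 0% = DMSO wells median and 100% = median of wells with control inhibitor compound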
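System: purified T. brucei MetRS enzyme / Detection: Kinase-Glo luciferase luminescence reporting remaining unconsumed ATP / Medium: HEPES buffer with MgCl2, KCl, DTT, spermine, BSA, pyrophosphatase / Replication: singlicate, one well per compound / Evaluation: percent inhibition relative to median high and low control wells / Schedule: 2 h aminoacylation at 25 °C after 15 min preincubation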
Scp1 inh: blocks human Scp-1 phosphatase activity | inhibition, % at 20 µM | 0.88% of 340,000 active | Recombinant Scp1, phosphopeptide, malachite green phosphate absorbance;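 active = inhibition above about 50% at 20 µM, limit read from the data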;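 also: plate controls were DMSO wells with enzyme for no effect and wells lacking enzyme for full effect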
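Times: enzyme reaction 45 min at room temperature, colour 5 min, stabilisation 30 min. Material: SCP-1 catalytic fragment, aa 76-261. Medium: Acidic Tris acetate buffer with magnesium and detergent. Signal: colorimetric free-phosphate detection, absorbance 630 nm. Read-out basis: % inhibition of SCP-1 phosphate liberation. Reagent: Phosphorylated 17-residue peptide substrate.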
STEP block: blocks human striatal-enriched tyrosine phosphatase | P54829 | recombinant STEP, OMFP fluorogenic substrate, fluorescence | inhibition, % at 20 µM | 0.25% of 360,000 active;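 active = inhibition at 20 µM, scaled per plate between control wells, above about 37%, limit read from the data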;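 also: 0% = DMSO with enzyme and substrate and 100% = substrate only without enzyme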
Target sequence (P54829 whole entry, looked up): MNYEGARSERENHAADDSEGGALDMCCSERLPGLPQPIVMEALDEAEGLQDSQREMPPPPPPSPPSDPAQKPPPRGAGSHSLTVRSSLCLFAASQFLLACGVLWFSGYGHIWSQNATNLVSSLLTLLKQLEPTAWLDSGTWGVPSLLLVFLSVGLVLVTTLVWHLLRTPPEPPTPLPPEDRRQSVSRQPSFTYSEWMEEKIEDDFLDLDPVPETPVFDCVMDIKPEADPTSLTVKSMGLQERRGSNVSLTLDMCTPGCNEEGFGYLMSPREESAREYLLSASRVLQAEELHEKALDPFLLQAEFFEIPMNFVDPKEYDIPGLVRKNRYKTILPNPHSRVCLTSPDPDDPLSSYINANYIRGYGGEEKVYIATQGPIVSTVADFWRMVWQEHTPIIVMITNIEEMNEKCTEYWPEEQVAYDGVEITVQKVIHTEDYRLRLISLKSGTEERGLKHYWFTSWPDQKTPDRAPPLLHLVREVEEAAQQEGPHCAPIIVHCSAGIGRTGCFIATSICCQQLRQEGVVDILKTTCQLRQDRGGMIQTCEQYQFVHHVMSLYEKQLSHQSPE
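Also added – OMFP at 25 µM · Test system – STEP tyrosine phosphatase · Technique – FITC-channel fluorescence of OMFP product · Schedule – 20 min at room temperature, dark · Evaluation – control-normalized % inhibition with plate pattern correction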
DNMT1 block: inhibitors of human DNMT1; P26358; DNMT1 molecular beacon, Hinp1I cleavage, fluorescence; inhibition (reported as % activation of signal), % at 10 µM; 0.83% of 360,000 active; AID 588458; in the data active = inhibition above about 50%
CSN deneddyl inh: inhibitors of human CSN-mediated cullin deneddylation; inhibition, % at 12.5 µM; 0.38% of 360,000 active; Purified CSN, SCF-Nedd8-OG deneddylation, fluorescence polarization; Q92905;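 active = pattern-corrected inhibition above about 35%, with an unprinted fluorescence ratio check between 0.5 and 1.5, limit read from the data, passing the limit was not always enough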;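 also: 0% = enzyme with substrate and 100% = substrate without enzyme; some results filed as inactive read as strong as hits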
Target sequence (Q92905 whole entry, looked up, one chain of several): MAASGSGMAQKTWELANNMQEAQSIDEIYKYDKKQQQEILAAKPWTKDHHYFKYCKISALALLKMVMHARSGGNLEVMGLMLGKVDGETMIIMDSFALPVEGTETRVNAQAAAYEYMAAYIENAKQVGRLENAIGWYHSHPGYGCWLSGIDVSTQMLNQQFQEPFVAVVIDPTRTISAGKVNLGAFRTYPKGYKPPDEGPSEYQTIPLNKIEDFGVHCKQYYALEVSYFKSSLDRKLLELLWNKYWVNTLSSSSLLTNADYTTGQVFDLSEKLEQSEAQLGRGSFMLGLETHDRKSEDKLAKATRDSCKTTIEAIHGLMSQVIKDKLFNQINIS
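Material: purified human Csn5 enzyme expressed in HEK293T cells / Medium: Tris buffer pH 7.5, NaCl, DTT, Tween-20, trehalose, ovalbumin / Compound dosing: 12.5 µM single point / Schedule: 90 min incubation of compound, enzyme and substrate at room temperature / Signal: fluorescence polarization of the substrate / Control set: no-enzyme wells high, enzyme-with-substrate wells low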
LMPTP inh: blocks human LMPTP phosphatase; 0.22% of 360,000 active; recombinant LMPTP-A, OMFP fluorogenic substrate, fluorescence intensity; inhibition, % at 20 µM; P24666;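 active = compounds that cut the enzyme signal by at least half of the control window in the single-dose screen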;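 also: plate controls were DMSO wells with enzyme plus substrate for no effect and substrate without enzyme for full effect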
Target sequence (P24666 whole entry, looked up): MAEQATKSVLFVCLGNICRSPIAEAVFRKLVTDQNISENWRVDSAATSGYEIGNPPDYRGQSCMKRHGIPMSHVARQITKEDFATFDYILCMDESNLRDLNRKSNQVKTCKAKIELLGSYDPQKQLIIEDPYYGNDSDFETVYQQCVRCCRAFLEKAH
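test system = LMPTP-A | amount = 0.625 nM LMPTP-A final | reagent = fluorogenic phosphatase substrate OMFP at 400 µM final | incubation = 50 min at room temperature | benchmarks = no-enzyme low control, uninhibited high control | medium = Bis-Tris pH 6.0, DTT, detergent | signal = fluorescence intensity of OMFP turnover product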
* marks the source's active call; other numbers are inactive results; i = inactive; . = no result given; + = active, no number.

SMILES | MLLE-PAM2 inh | Rpn11 block | NadD block | SUMO1-SIM PPI | Tb MetRS inh | Scp1 inh | STEP block | DNMT1 block | CSN deneddyl inh | LMPTP inh
O=[N+]([O-])c1ccc(-c2nnc(-c3ccccc3)c(NCCCO)n2)cc1 | -20 | i | 1 | -23 | 0.5 | -1 | -1 | 1 | -10 | -0.8
CC12CCC(=O)C=C1CCC1C2C(=O)CC2(C)C1CC[C@]2(O)C(=O)CO (stereo partly drawn) | 13 | i | -5 | 4 | -0.9 | -7 | -4 | 0 | -1 | -1.0
O=C(Nc1ccc(F)cc1)NC1(C(=O)NCc2ccco2)CCCCC1 | -2 | i | 1 | 1 | 0.4 | -11 | -2 | -2 | -6 | -0.6
Cc1ccc(C(=O)N/C(=C\c2ccc(-c3cccc([N+](=O)[O-])c3)o2)C(=O)NCCCN2CCOCC2)cc1 | 9 | i | 3 | -31 | 0.1 | 3 | 2 | 0 | 1 | 1.7
COCCCN1C(=O)C(=O)/C(=C(/O)c2ccc(OC)cc2C)C1c1cccnc1 (stereo not drawn) | 5 | i | -1 | -5 | -0.8 | -5 | 2 | -3 | 1 | -1.7
COCCOC(=O)C1=C(N)Oc2c(oc(CO)cc2=O)C1c1ccccc1F (stereo not drawn) | -11 | i | -4 | 2 | -0.3 | 2 | -2 | 3 | -5 | -1.9
O=C(NCc1cccnc1)C(=O)NCC(c1ccco1)N1CCOCC1 (stereo not drawn) | -17 | i | 0 | 3 | -0.3 | -12 | 0 | -2 | -4 | -2.4
Cc1oc(/N=C/c2ccc(Cl)cc2)c(C#N)c1C | -2 | i | -2 | -3 | -1.0 | 3 | -1 | 0 | 1 | -1.0
Cc1ccnc(NC(=O)c2ccc(NS(=O)(=O)/C=C/c3ccccc3)cc2)c1 | -5 | i | 4 | 17 | -0.3 | -8 | -4 | -2 | -5 | 0.9
CN(CC(=O)NCCN1CCCCCC1)S(=O)(=O)c1cccc2nsnc12 | -3 | i | -3 | -26 | -0.9 | 0 | -3 | -3 | 2 | 11
COc1cccc(C(=O)Nc2ccc3nc(N4CCOCC4)cc(C)c3c2)c1 | 4 | i | -2 | 0 | -0.9 | -3 | 4 | -8 | 2 | -0.1
CC1CCN(C2=NC(=O)/C(=C/c3ccccc3F)S2)CC1 | 5 | i | -3 | -31 | -0.6 | -2 | -2 | 2 | 4 | -1.1
CSc1ncccc1C(=O)OCC(=O)Nc1ccc(Cl)cn1 | 10 | i | 4 | 2 | -0.6 | -7 | -1 | 0 | 6 | -0.4
CCOC(=O)N1CCN(C(=O)C[C@@H]2C[C@@]3(C(=O)OCC)CCC=C3N(Cc3ccc4c(c3)OCO4)C2=O)CC1 | . | . | 3 | -3 | 0.2 | . | . | . | 1 | -0.4
COc1ccc(OC)c(C(C)NC(=O)C(C)Cc2ccccc2)c1 (stereo not drawn) | -4 | i | -1 | -2 | -2.6 | 0 | -2 | 5 | -4 | -0.3
COc1cccc(CC(=O)Nc2cc(S(=O)(=O)N3CCCCC3)ccc2C)c1 | 1 | i | -6 | -2 | 0.0 | -10 | 2 | -1 | -5 | 0.2
O=C(O)c1ccc(C(=O)C(=O)c2ccccc2)cc1 | -14 | i | -10 | -4 | -0.9 | -12 | 2 | 2 | 1 | 0.1
Cc1cc(Br)ccc1SCC(=O)OCC(=O)N1CCN(C(=O)c2ccco2)CC1 | 8 | i | -3 | 3 | 0.0 | -10 | 3 | 0 | -1 | -0.9
COc1ccc(CC(=O)NCc2n[nH]c(=S)n2C)cc1 | -22 | i | -2 | 2 | -0.5 | -10 | 0 | 5 | 2 | -3.4
O=C(Nn1cnnc1)c1ccc(Br)s1 | 4 | + | 0 | 5 | -0.2 | 1 | 118* | 0 | -6 | -1.1
CCCCCCCCN1C(=O)[C@H](CC(=O)NCc2cccc(C(F)(F)F)c2)C[C@@]2(C(=O)OC)CCCCC=C12 | . | . | 16 | 5 | -0.3 | . | . | . | -1 | 1.4
CCOc1cc(/C=C2\N=C(C)OC2=O)cc(Cl)c1OCC(=O)OC | -5 | i | 2 | -2 | -0.5 | -3 | 3 | -2 | -2 | -0.2
CCN(CC)S(=O)(=O)c1ccc(NC(=O)COC(=O)c2ccc(-n3nc(C)cc3C)cc2)cc1 | -18 | i | 1 | -3 | -0.5 | -6 | 1 | -5 | -1 | 2.9
C#CCOCCOCCOCCNc1nc(N2CCN(C(=O)[C@H]([C@@H](C)O)n3cc(CCCCN)nn3)CC2)nc(N2CCN(C(=O)[C@H](Cc3ccc(O)cc3)n3cc(CCO)nn3)CC2)n1 | 4 | i | -8 | -1 | -0.3 | -3 | 0 | -6 | 1 | -1.3
CCCS(=O)(=O)NC(=O)C1(C)CCCN(C(=O)c2ccc(C(=O)OC)cc2)C1 (stereo not drawn) | -10 | i | -6 | 5 | -0.3 | . | -1 | 0 | -3 | -1.4

Arranged by value in MLLE-PAM2 inh (largest number first): four from the list above
SMILES,MLLE-PAM2 inh
CC12CCC(=O)C=C1CCC1C2C(=O)CC2(C)C1CC[C@]2(O)C(=O)CO (stereo partly drawn),13
Cc1cc(Br)ccc1SCC(=O)OCC(=O)N1CCN(C(=O)c2ccco2)CC1,8
Cc1ccnc(NC(=O)c2ccc(NS(=O)(=O)/C=C/c3ccccc3)cc2)c1,-5
CCCS(=O)(=O)NC(=O)C1(C)CCCN(C(=O)c2ccc(C(=O)OC)cc2)C1 (stereo not drawn),-10

Next part.
SMILES | MLLE-PAM2 inh | Rpn11 block | NadD block | SUMO1-SIM PPI | Tb MetRS inh | Scp1 inh | STEP block | DNMT1 block | CSN deneddyl inh | LMPTP inh
CCN1CCC(O)(C(C(=O)OC)c2ccccc2)CC1 (stereo not drawn) | -14 | i | 2 | 2 | -0.1 | -10 | 0 | -2 | -1 | -0.5
Cc1cccc(Nc2nc(N3CCN(C)CC3)nc(N)c2[N+](=O)[O-])c1 | 8 | i | -7 | -8 | -0.7 | -8 | -1 | 10 | 3 | 0.4
Cc1ccc(NC(=O)COC(=O)c2ccc3c(c2)OCCO3)cc1S(=O)(=O)N1CCOCC1 | -1 | i | -2 | 1 | 0.3 | -6 | 3 | -5 | -9 | 1.2
CC(=O)Nc1cccc(-n2nnc(SCC(=O)Nc3ccc(F)c(Cl)c3)n2)c1 | -2 | i | -8 | 3 | -0.3 | -4 | -2 | 0 | -1 | 1.7
Cc1cc(C)nc(Sc2ccc(/C=C(\C#N)C(=O)Nc3ccccc3)o2)n1 | -12 | i | 3 | -11 | -0.5 | -6 | -2 | -7 | 9 | 1.0
COc1ccc2c(CC(=O)OCC(=O)Nc3cc(C)c(C)cc3[N+](=O)[O-])coc2c1 | -1 | i | 2 | -11 | -0.9 | -10 | -1 | 0 | -6 | 2.7
CC(C)c1ccc(NC(=O)c2ccccc2NC(=O)C2CCCCC2C(=O)O)cc1 (stereo not drawn) | 7 | i | 3 | 9 | 1.3 | -5 | -2 | 0 | 6 | -2.8
CNC(=O)C[C@H]1C(=O)N(CCc2ccccc2)C[C@@H]1CSC | -2 | i | -10 | -7 | -1.5 | . | 2 | 7 | -4 | -1.3
CC1(C(=O)N(Cc2ccccc2)Cc2ccccc2)CC1(Br)Br (stereo not drawn) | -5 | i | 1 | -1 | -0.6 | 2 | 1 | 1 | 0 | 1.5
Cc1c(NC(=S)NC(=O)Cc2ccccc2)cccc1C(=O)O | 16 | i | 2 | -5 | 1.1 | -9 | 1 | -3 | 0 | 0.1
O=C(Nc1ccccc1)c1nnn(Cc2ccccc2)c1NC(=O)C(F)(F)F | 4 | i | -5 | 0 | -0.5 | -6 | 1 | 3 | -1 | -0.2
COc1cc2c(cc1OC)CN(C(=O)CSC1=NCCS1)CC2 | 7 | i | -5 | 6 | -0.1 | . | -3 | -7 | 0 | 1.4
COC(=O)C1=C(C)NC(C)=C(C(=O)OC)C1C(=O)OCc1nnc(-c2ccccc2)o1 | 7 | i | -4 | 5 | -0.2 | 13 | 1 | 2 | 3 | -1.1
CSc1ncc(C(=O)O)c(C)n1 | -4 | i | -2 | 5 | -0.2 | -6 | -5 | 4 | -4 | -2.1
COc1cccc(C(=O)Nc2ccc(C(=O)NCC(C)C)cc2)c1 | -7 | i | 0 | -3 | -0.1 | -5 | -3 | 7 | -4 | -0.9
Cc1ccccc1-n1nnnc1SCC(=O)NNC(=O)c1ccc(NC(=O)CC#N)cc1 | -4 | i | 1 | 7 | -0.5 | -7 | -2 | -2 | 3 | -1.7
Cc1ccc(CCNC(=O)C2CCC(CNc3c(N4CCCC4)c(=O)c3=O)CC2)cc1 (stereo not drawn) | -4 | i | 0 | -2 | -0.4 | 2 | 3 | 3 | 4 | -1.5
CC(=O)C1=C(C)NC(SCC(N)=O)=C(C#N)C1c1cccnc1 (stereo not drawn) | 20 | i | -2 | 1 | -0.2 | -5 | 1 | 4 | 1 | -0.2
Cc1cc(C)c(NC(=O)C(C)Sc2nc3ccc(N4C(=O)c5ccccc5C4=O)cc3s2)c(C)c1 (stereo not drawn) | -12 | i | -2 | 1 | -1.4 | -4 | -8 | 21 | 8 | 1.8
O=C(Cn1cncc1-c1ccc([N+](=O)[O-])cc1)Nc1ccccc1F | -40 | i | 1 | -17 | 0.3 | -4 | 28 | 5 | 16 | 28
O=C(c1ccccc1)c1ccc(OCC(O)CNCc2cccc(Cl)c2)cc1 (stereo not drawn) | 0 | i | -4 | -2 | -0.8 | -6 | 1 | -1 | -1 | -0.6
COc1ccc(CC(=O)Nc2c3c(nn2-c2ccccc2C)CS(=O)C3)cc1 (stereo not drawn) | 4 | i | 1 | 5 | -0.2 | -3 | 0 | -8 | -2 | 0.1
CCOc1cc(C(=O)OCc2cc(=O)n3c(C)csc3n2)ccc1OC | -9 | i | 2 | 5 | -0.1 | -4 | -2 | 5 | 0 | 0.2
Cc1nc2c(N)nn(C)c2nc1C | 12 | i | 0 | -2 | -0.3 | . | -2 | -1 | 3 | -3.9
COc1ccccc1NS(=O)(=O)c1ccc2oc(SCc3ccc(F)cc3)nc2c1 | -102 | i | -3 | 1 | -0.1 | -21 | 0 | 2 | -2 | 2.1
S=C(NCc1cccnc1)Nc1ccc(Cl)cc1Cl | 7 | i | -2 | 0 | -0.5 | 0 | 4 | 0 | 5 | -0.8

Not a hit list; overall some 3.6% were active at least once.
